Compound activity as filed in PubChem BioAssay.
Pf Dd2 inh: qHTS Primary assay for Inhibitors of Plasmodium falciparum Dd2 growth in vitro; P. falciparum Dd2 growth, SYBR Green, 72 h; Potency, µM (doses to about 28.9 µM), inactives show at the highest dose activity, negative = inhibition, usual class: inhibitors; actives 4.3% (n = 120,000); active = well fitted inhibition curve with a large enough effect; inconclusive = small, poorly fitted or top-dose-only effect; inactive = no such curve, though single readings can be large or run the other way;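 note: plate controls were DMSO vehicle for no effect and reference drug for full effect; nearly all actives have a fitted effect of over 65% in size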
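Readout: SYBR Green fluorescence, 485 nm excitation, 535 nm emission, after ~16 h lysis at 37C. Before that, Dd2-infected red cells (2.5% hematocrit) grew 72 h with compound, 29 uM top final concentration.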
* = called active by the depositor; i = inactive; ? = inconclusive; [ ] = dose if it differs, or a comment. Potency is the fitted concentration of half-maximal effect. Only part of the results is shown, so the mix of outcomes need not match the whole.

SMILES | Pf Dd2 inh
COc1ccc(C(=O)N2CCC3(CC2)OCC(C(=O)NCC(C)C)N3C(=O)c2ccc(C)cc2)cc1 (stereo not given) | i
O=C(c1ccccc1F)N1CCCN(c2cc(-c3ccccc3)[nH]n2)CC1 | i
O=C(CSc1nc2ccccc2nc1Cc1ccccc1)N1CCN(c2ccccc2)CC1 | 44%[activator]
CC(=O)N1CCN([S+](=O)([O-])c2ccc(Cl)nc2)C(=O)C1 | 44%[activator]
CCOc1ccc(OCC)c(NS(=O)(=O)c2cc(Br)cc3c2N(C(C)=O)C(C)C3)c1 (stereo not given) | i
CC1(C(=O)N2CCN(c3ccccn3)CC2)CCCc2cnc(Nc3cccnc3)nc21 (stereo not given) | i
CC(=O)Nc1ccc(NC(=O)CC2Sc3ccccc3NC2=O)cc1 (stereo not given) | 16%
O=C(Cc1ccccc1)N1CCC(c2n[nH]c(=O)n2Cc2ccc(F)cc2)CC1 | i
COc1cccc(NC(=O)Cn2c(=O)n(Cc3ccc(C(=O)NCc4ccc5c(c4)OCO5)cc3)c(=O)c3ccccc32)c1 | ?
COCCc1nncn1C1CCN(S(=O)(=O)c2ccc(Cl)c(C)c2)CC1 | -11%
Cc1cccc(CNC(=O)Cc2ccc(NC(=O)N3CCCCc4ccccc43)cc2)c1 | 57%[activator]
Cc1onc(-c2cnn(C)c2NCc2ccc(C#N)cc2)c1C(=O)NCC(C)C | 5%[44.1 µM]
COc1ccc(S(=O)(=O)c2cc3cc(C(C)(C)C)cc(O)c3oc2=O)cc1 | i
Cc1nc2c(c(-c3ccc(Cl)cc3)n1)CCN(C(=O)c1ccccc1Cl)CC2 | i
COc1ccc(C[C@H](NC(=O)[C@@H]2C[C@H](NC(=O)Nc3cccc(SC)c3)CN2C(=O)CC(C)(C)C)C(N)=O)cc1 | i
CCc1ccc(-c2nn(CC(=O)NC3CCCCC3)c3c2cnc2ccc(F)cc23)cc1 | 73%[activator]
COCC(=O)NC1CCC12CCN(C(=O)Cc1cccnc1)CC2 (stereo not given) | -13%
CCC1Oc2ccc(NC(=O)c3ccc([N+](=O)[O-])cc3)cc2CN(Cc2ccccc2)C1=O (stereo not given) | ?
Cc1ccc(-c2nc3ccc(Cl)cn3c2Nc2ccccc2C)s1 | -1%
Cc1ccccc1-n1nc(-c2c(C)nc3scc(CC(=O)NCC(C)C)n3c2=O)cc1C | i
Cc1cccc(N2CCN(Cc3nnc(-c4ccc5c(c4)OCO5)o3)CC2)c1C | 10%
COc1cccc(CN2CCNc3cnc(OCc4cccnc4)cc3C2)c1 | -21%[44.1 µM]
O=C(Nc1ccc(F)cc1)N[C@H]1[C@H](O)[C@@H](N2CCOCC2)[C@@H]2OC[C@H]1O2 | 5%[44.1 µM]
CCCCOC(=O)c1cccc(NC(=O)/C=C/c2ccccc2Cl)c1 | i
Cc1noc(C)c1-c1cnc2n[nH]c(-c3ccccc3)c2n1 | i
Cc1ccc(C)c(N2CCN(C(=O)CN3CCSc4ccccc43)CC2)c1 | 7%
Cc1ccc(C(=O)Nc2ccc(Br)cc2)cc1S(=O)(=O)N1CCOCC1 | i
CC(NC(=O)c1sc2ncccc2c1-n1cccc1)c1ccccc1 (stereo not given) | 10%
CCN(CC)CCNC(=O)C1CCCN(Cc2ccncc2)CCC(=O)NCC1 (stereo not given) | 19%
COC(=O)c1ccccc1NC(=O)c1oc2ccc3c(c2c1C)C(=O)CC(C)(C)O3 | 4%
CCn1c(=O)n(-c2ccc(F)cc2)c(=O)c2sc3ccccc3c21 | 0%
O=C(O)COc1ccccc1C1Nc2ccccc2-c2nnc(SCc3ccc(Cl)cc3)nc2O1 (stereo not given) | 113%[activator]
O=S(=O)(c1ccc(Cl)cc1)c1nnn2c1nc(N1CCOCC1)c1ccccc12 | ?
CC(=O)N1CCC(N(Cc2ccco2)C(=O)Nc2ccc(C)c(Cl)c2)CC1 | 1%
c1ccc(-c2noc(-c3cncnc3N3CCN(C4CCCCC4)CC3)n2)cc1 | ?
Cc1ccccc1CN1CC[C@H](c2nc3ccc(F)cc3[nH]2)C1 | ?
Cc1c(Cl)cc(C(=O)N2CCCC(C#N)C2)cc1Cl (stereo not given) | -5%
CCc1nn2c(=O)cc(COC(=O)COc3ccc(OC)cc3)nc2s1 | 53%[activator]
COc1ccc2c(c1)c(CC(=O)Nc1cccc(F)c1C)c(C)n2C(=O)c1ccc(Cl)cc1 | 27%
CCn1cc(CN(C)C(=O)c2ccc3c(c2)C(O)CCCCCN3CCOC)c(C)n1 (stereo not given) | i
COc1ccccc1NC(=O)CSc1nc(O)c(C/C=C/c2ccccc2)c(=O)[nH]1 | 3%
COc1cc(Cl)c(NC(=O)c2cc(S(=O)(=O)N3CCCCC3)c[nH]2)c(OC)c1 | ?
O=C(c1ccc(C(F)(F)F)cc1)N1CCC2(CC1)COc1ccccc1CN2 | -11%
CCc1ccc(C(=O)c2cn(CC(=O)Nc3cccc(OC)c3)c3cc4c(cc3c2=O)OCO4)cc1 | ?
CCCNC(=O)Cn1nc(-c2ccc(C)c(C)c2)c2cnc3ccc(F)cc3c21 | 34%[activator]
O=C1CCN(S(=O)(=O)c2ccccc2)CCCN(C(=O)c2ccncc2)CCN1 | -27%
CCOC(=O)c1cc(S(=O)(=O)Nc2cc(C)c(Cl)cc2OC)[nH]n1 | 5%
COC1CCN(CC2CCCCCN2C(=O)c2cc(F)ccc2F)CC1 (stereo not given) | -3%

4 of these compounds in another layout.
> CCn1cc(CN(C)C(=O)c2ccc3c(c2)C(O)CCCCCN3CCOC)c(C)n1 (stereo not given)
  Pf Dd2 inh: i

> COc1ccccc1NC(=O)CSc1nc(O)c(C/C=C/c2ccccc2)c(=O)[nH]1
  Pf Dd2 inh: 3%

> COc1cc(Cl)c(NC(=O)c2cc(S(=O)(=O)N3CCCCC3)c[nH]2)c(OC)c1
  Pf Dd2 inh: ?

> O=C(c1ccc(C(F)(F)F)cc1)N1CCC2(CC1)COc1ccccc1CN2
  Pf Dd2 inh: -11%

Individual results from the entries so far:
Value of Cc1c(Cl)cc(C(=O)N2CCCC(C#N)C2)cc1Cl (stereo not given) in Pf Dd2 inh: -5%
Value of COC1CCN(CC2CCCCCN2C(=O)c2cc(F)ccc2F)CC1 (stereo not given) in Pf Dd2 inh: -3%
Value of COc1ccccc1NC(=O)CSc1nc(O)c(C/C=C/c2ccccc2)c(=O)[nH]1 in Pf Dd2 inh: 3%
Value of CCCNC(=O)Cn1nc(-c2ccc(C)c(C)c2)c2cnc3ccc(F)cc3c21 in Pf Dd2 inh: 34%[activator]

An excerpt from above in order of length of the SMILES, rising.
SMILES | Pf Dd2 inh
Cc1c(Cl)cc(C(=O)N2CCCC(C#N)C2)cc1Cl (stereo not given) | -5%
CCn1cc(CN(C)C(=O)c2ccc3c(c2)C(O)CCCCCN3CCOC)c(C)n1 (stereo not given) | i
COc1ccc2c(c1)c(CC(=O)Nc1cccc(F)c1C)c(C)n2C(=O)c1ccc(Cl)cc1 | 27%

Continued.
SMILES | Pf Dd2 inh
COc1ccc(C(=O)N[C@@H]2CCC[C@@H]2C(=O)N2CCN(Cc3ccc(F)cc3)CC2)cc1 | -19%
COc1ccc(CC(=O)N2CCC(N3CC4CC(C3)[C@H]3CCCC(=O)N3C4)CC2)cc1 (stereo not given in full) | 5%
O=C(CCn1ccc2ccc(Cl)cc21)Nc1ccc2c(c1)C(=O)N1CCC[C@H]1C(=O)N2 | ?
Cc1nc(-c2ccc(F)cc2)n(CC(=O)Nc2ccc(F)cc2)c(=O)c1CCO | i
O=C(Nc1nnc(S(=O)(=O)N2CCCC2)s1)c1ccccc1Br | -8%
COC(=O)CNC(=O)C1=NOC2CN(C(=O)c3ccn(C)n3)CC12 (stereo not given) | 17%
COCCNC(=O)c1cc2n(n1)CC(c1ccc(Br)cc1)OC2 (stereo not given) | i
Cc1ccc(-n2c(-c3cccc(C)c3)nc3c(cnn3-c3ccccc3)c2=O)cc1 | ?
CN1C[C@@H]2CCCN3CCC[C@@H]([C@H]23)[C@H]1CCCC(=O)NCc1ccccc1 | ?
COc1ccccc1-c1cnc(Nc2cc(F)cc(N3CCOCC3)c2)c2c1CCO2 | ?
Cc1csc2c(NCCC3CN(c4cnn(C)c(=O)c4)CCO3)ncnc12 (stereo not given) | -18%
O=c1c(N2CCN(c3cccc(Cl)c3)CC2)csc2ccc(Cl)cc12 | ?
CCCn1c(C)cnc1CC1CCN(C(=O)NC)C1 (stereo not given) | 6%
CC1CCC2(CC1)NC(=O)N(CC(=O)Nc1ccc(Br)cc1F)C2=O (stereo not given) | 49%
O=C(CN1CCn2nc(C(O)C3CC3)cc2C1)N1CCc2ccccc21 (stereo not given) | -28%
c1ccc(-c2nnc3n2CCN(Cc2cn(-c4ccccc4)nn2)CC3)cc1 | ?
CC(C)c1noc(-c2cn(C3CCN(C(=O)c4ccc5c(c4)OCO5)C3)nn2)n1 (stereo not given) | i
COC(=O)[C@@H](C)NC(=O)[C@H]1CN(C(=O)c2cccnc2)CCN1S(C)(=O)=O | 9%[44.1 µM]
Cc1ccc(C(=O)N2CCC3(CC2)CC(N(Cc2ccccc2)C2CC2)CCO3)cc1 (stereo not given) | i
O=C(Cc1ccc(F)cc1)N1CC2CC(C1)[C@H]1CCCC(=O)N1C2 (stereo not given in full) | -5%
N#Cc1ccc(CN2CCC3(CNc4ccccc4[S+](=O)([O-])N3)C2)cc1 (stereo not given) | -8%
CSc1cccc(N2C(=O)N(CC(=O)NCc3ccccc3Cl)c3ccccc3S2(=O)=O)c1 | 21%
Cc1ccccc1[C@@H]1CN(C(=O)CCC(=O)NC2CCCC2)C[C@H]1C(=O)O | ?
Cc1ccc(C)c(NC(=O)N2C[C@H](c3nc(-c4cccnc4)no3)[C@@H](C)C2)c1 | i
Cn1cnc(S(=O)(=O)N2CCC(Cc3nncn3-c3ccccc3)CC2)c1 | -2%
Cc1ccc(CNC(=O)CCc2c(C)nc3c(-c4ccc(F)cc4)c(C)nn3c2C)cc1 | 39%[activator]
CC1=C(C(=O)Nc2ccc(C)cc2C)C(c2ccccc2[N+](=O)[O-])n2ncc(C(=O)Nc3ccccc3)c2N1 (stereo not given) | ?
Cc1ccc(C)c(OCc2cc(C(=O)N(C)Cc3n[nH]c4c3CCCC4)no2)c1 | i
CCC(CC)C(=O)Nc1ccc([C@@H](O)[C@H]2COCC(=O)N2CC2CC2)cc1 | -3%[44.1 µM]
O=C(NCC1CCCO1)C1CCN(C(=O)c2ncn3c2COC(c2ccc(F)cc2)C3)CC1 (stereo not given) | i
CCN1CCC(N(Cc2ccc3c(c2)OCO3)C(=O)Nc2cc(Cl)ccc2C(=O)OC)CC1 | 3.5µM*
CN(C)c1ccc(CNC(=O)CN(C)S(=O)(=O)c2ccc3c(c2)c(=O)n(C)c(=O)n3C)cc1 | 5%
CC(C)(C)C(=O)Nc1ccc2nc(SCC(=O)N3CCCC3)sc2c1 | -26%
CC[C@H]1CN(C(C)=O)CC[C@H]1CC(=O)NCCOC | -19%[44.1 µM]
CC1CCC2(CC1)NC(=O)N(CC(=O)NCCc1cccs1)C2=O (stereo not given) | -21%
CCc1noc(-c2ccn3c(CNC(=O)c4ccco4)nnc3c2)n1 | i
CCN(CC)[C@H]1C[C@@H](Cc2cc(CCO)on2)C1(C)C | 28%[44.1 µM]
CC(C)c1nncn1C1CCN(S(=O)(=O)c2ccc(F)cc2F)CC1 | -7%
COc1cccc(-c2cc(C(=O)Nc3ccc(Br)c(C)c3)[nH]n2)c1 | -26%
Cc1ccccc1-n1nnnc1C(c1ccccc1)N(C)C(=O)c1cn[nH]n1 (stereo not given) | -16%
COc1cc(F)ccc1-c1cc(-c2c(C)noc2C)cc2c1C(=O)N(C)C2=O | ?
CS(=O)(=O)N1CCCN(C(=O)c2ccc(C#N)cc2)CCNC(=O)CC1c1ccccc1 (stereo not given) | -9%
Cc1cccc(C(=O)Nc2ccc(N3CCN(c4ccc(F)cc4)CC3)c(C(=O)O)c2)c1 | -2%
COc1ncccc1C(=O)N1CCc2c(nc(-c3cccnc3)[nH]c2=O)C1 | -16%
COc1ccc(C2=NOC3(CCN(Cc4ccccc4)C3)C2)cc1 (stereo not given) | i
COCc1nncn1C1CCN(S(=O)(=O)c2cccc(Cl)c2)CC1 | -13%
CCOC(=O)c1c(-c2ccccc2)csc1NC(=O)c1cc(=O)c2ccc(C)cc2o1 | 19%
CCc1cn(C[C@H](NC(=O)C2CCCC2)C(=O)O)c(=O)[nH]c1=O | 2%[44.1 µM]
CCN1CCN(CCCNC(=O)c2cc3c(=O)n(CC)c4ccccc4c3s2)CC1 | ?
Cc1ccccc1Cc1noc(-c2nc(-c3ccc4c(c3)OCO4)no2)n1 | -17%
COCCN(C)C[C@H]1C[C@H](CO)CN(C(=O)c2ccc(Cl)c(F)c2)C1 | -16%
NC(=O)[C@H](Cc1cccs1)NC(=O)C1=C[C@@H](NC(=O)c2cnccn2)[C@@H](O)[C@H](O)C1 | 10%[44.1 µM]
CCOc1ccccc1NC(=O)c1c(NCc2ccc(C)o2)sc2c1CCC(C)C2 (stereo not given) | 44%[activator]
CCc1ccc(N2CC(c3noc(-c4cc(F)cc(F)c4)n3)CC2=O)cc1 (stereo not given) | 1%
CCc1ccc(CNC(=O)CN2C(=O)c3cccnc3Oc3ccc(Cl)cc32)cc1 | i
COc1ccccc1NC(=O)N1CC(=O)Nc2sc3c(c2C1c1ccccc1)CCCC3 (stereo not given) | ?
CN1CCC(CNc2ncc(C(C)(C)C(=O)O)c(N3CCOCC3)n2)C1 (stereo not given) | 24%
CCc1nc2nccc(-c3cccc(OC)c3)n2n1 | -17%
COCCNC(=O)c1cc(-c2ccc(OC)cc2)nc2onc(C3CCCN3)c12 (stereo not given) | 13%
